Source: PubChem
HePTP inh: inhibitors of human HePTP phosphatase; P35236; recombinant HePTP phosphatase activity, OD absorbance; inhibition, % at 20 µM; actives 0.64% (n = 110,000); AID 521; in the data active = inhibition above about 50%;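 also: plate controls were vehicle for no effect and reference inhibitor for full effect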
Target sequence (P35236 whole entry, looked up): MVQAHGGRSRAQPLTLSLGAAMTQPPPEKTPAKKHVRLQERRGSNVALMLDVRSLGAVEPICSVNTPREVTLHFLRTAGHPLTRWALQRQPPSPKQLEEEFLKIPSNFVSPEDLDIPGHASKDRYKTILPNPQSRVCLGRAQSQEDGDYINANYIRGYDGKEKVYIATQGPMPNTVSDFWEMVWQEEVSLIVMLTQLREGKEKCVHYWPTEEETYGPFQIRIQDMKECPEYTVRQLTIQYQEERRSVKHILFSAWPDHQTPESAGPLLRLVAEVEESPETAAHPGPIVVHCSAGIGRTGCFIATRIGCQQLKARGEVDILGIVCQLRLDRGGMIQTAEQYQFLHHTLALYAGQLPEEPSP
BAP1 block: inhibitors of human BAP1 deubiquitinase | recombinant BAP1, Ub-AMC hydrolysis fluorescence kinetic; hits give low values | activity remaining (% of control), % at 20 µM | actives 0.48% (n = 72,000) | AID 436;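 active = activity remaining at or below 50% of control, provided the compound also passes the data quality filters; inactive = the rest, including low values that fail the filters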;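 also: 100% = DMSO wells rate and 0% = substrate alone blank rate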
* marks the source's active call; other numbers are inactive results; . = not tested or not shown; & = joins results of further samples.

1. CCOC(=O)N(Cc1ccccc1)C(C(=O)O)C(C(=O)O)N(Cc1ccccc1)C(=O)OCC (configuration not stated)
2. Cc1ccc(C2CC(C(F)(F)F)n3nc(C(=O)N4CCN(c5ccccc5)CC4)cc3N2)cc1 (configuration not stated)
3. CC(O)c1nc2ccccc2n1Cc1ccc2ccccc2c1 (configuration not stated)
4. CNc1nc(C)c(C(=O)OCC(=O)OC)s1
5. CC1(C(=O)O)CC(C)(C(=O)O)CC(C)(C(=O)O)C1 (configuration not stated)
6. COc1ccc(OC)c(NC(=O)CSC2=NCCS2)c1
7. CCCN1C[C@H](CSC)C[C@@H]2c3cccc4[nH]cc(c34)C[C@H]21
8. CS(=O)(=O)N(CC(=O)N1CCCCC1)c1sc2c(c1C#N)CCCC2
assay / entry | 1 | 2 | 3 | 4 | 5 | 6 | 7 | 8
HePTP inh | 10&7 | 1 | 8 | 1 | 6 | 10 | . | -3
BAP1 block | 106 | . | 124 | 95 | 70 | 162 | 98 | 91

9. COCCN(C(=O)c1ccccc1)c1nnc(-c2cccnc2)s1
10. COc1ccc(Cc2cnc(NC(=O)c3cccc([N+](=O)[O-])c3)s2)cc1
11. Cc1csc(Cn2c(CN(C)C)nc3ccccc3c2=O)n1
12. Oc1cc(NCc2cccnc2)ccc1-c1nc2ccccc2o1
13. Cc1ccc(S(=O)(=O)ON2C(=O)c3ccccc3C2=O)cc1
14. COC(=O)c1cccc(S(=O)(=O)N2CCOCC2)c1
15. CCOC(=O)C1=C(C)NC(C)=C(C(=O)OC)C1c1ccco1 (configuration not stated)
16. O=c1c2ccccc2nnn1CSc1nnc2ccccn12
assay / entry | 9 | 10 | 11 | 12 | 13 | 14 | 15 | 16
HePTP inh | 6 | 1 | 6 | -1 | 8 | -7 | -3 | 1
BAP1 block | 101 | 90 | 116 | 108 | . | . | 78 | 110

17. Cc1ccc(C)c(NC(=O)c2ccccn2)c1
18. Cc1cc2ncn(CC(O)COc3cccc(C(=O)O)c3)c2cc1C (configuration not stated)
19. COc1ccc(C(=O)Nc2cc3nn(-c4ccccc4)nc3cc2C)cc1[N+](=O)[O-]
20. COc1ccc(Br)cc1/C=C/C(=O)Nc1ccc(OC(F)(F)F)cc1
21. COc1cc(C2C(C#N)=C(N)Oc3n[nH]c(-c4ccncc4)c32)cc(OC)c1OC (configuration not stated)
22. O=C1c2ccccc2NC(c2ccccc2O)N1Cc1ccco1 (configuration not stated)
23. CCOC(=O)C1=C(C)N=c2s/c(=C/c3cccc([N+](=O)[O-])c3)c(=O)n2C1c1ccccc1Cl (configuration not stated)
24. N#Cc1nc(-c2ccc(OCc3ccccc3)cc2)oc1N1CCOCC1
assay / entry | 17 | 18 | 19 | 20 | 21 | 22 | 23 | 24
HePTP inh | 6 | 6 | . | -7 | 9 | 0 | 1 | 4
BAP1 block | 118 | 104 | 252 | . | 100 | . | . | 490

25. COc1ccc(-c2cc(C(=O)OCC(=O)N(C)C)c3ccccc3n2)cc1
26. CCOC(=O)COc1cc2c(C(=O)OCC)c(C)oc2cc1Br
27. O=C(/C=C/c1ccco1)Nc1ccccc1NC(=O)/C=C/c1ccco1
28. CC(C)C[C@H](NC(=O)Nc1cccc(Cl)c1)C(=O)O
29. O=C(O)CC1SC(=Nc2cccc(O)c2)NC1=O (configuration not stated)
30. CCCn1c(=O)[nH]c(=O)c2c1nc(-c1ccccc1OC(F)F)n2CCOC
31. CC(C)N(Cc1cc2ccccc2[nH]c1=O)C(=O)C1CCCCC1
32. O=C1c2ccccc2-c2nc3ncnn3c(-c3ccccc3Cl)c21
assay / entry | 25 | 26 | 27 | 28 | 29 | 30 | 31 | 32
HePTP inh | 7 | -2 | 31 | -2 | 3 | 8 | 5 | 11
BAP1 block | 106 | 86 | . | 102 | 109 | 90 | 103 | 86

33. O=C(Cn1cc2c(n1)CCCCC2)NCCN1CCOCC1
34. CN1CCN(C(=O)c2cccc3ccccc23)CC1
35. COc1ccccc1-c1c(C)nn2c(N3CCN(c4ccccc4OC)CC3)cc(C)nc12
36. O=C(c1coc(=O)c(Br)c1)N1CCOCC1
37. O=S(=O)(NCc1ccccn1)c1ccc(Br)cc1Br
38. CC(C)COC(=O)NCCCOC(=O)Nc1ccccc1
39. COc1ccc(NC(=O)c2cc(C(C)C)on2)cc1OC
40. C=CCSc1nc(N)c(C(=O)Nc2ccccc2C)cc1C(N)=O
assay / entry | 33 | 34 | 35 | 36 | 37 | 38 | 39 | 40
HePTP inh | 5 | 3 | 5 | 50 | -3 | -8 | -1 | -11
BAP1 block | 100 | . | 46* | . | . | 95 | 114 | 101

41. O=C1/C(=C/c2ccc(O)c([N+](=O)[O-])c2)SC(=S)N1c1ccc(Br)cc1
42. CCOc1ccccc1NC(=O)c1ccc(CN2CCOCC2)cc1
43. O=C(NC(C(=O)c1ccccc1)n1ccc(=O)[nH]c1=O)c1ccccc1 (configuration not stated)
44. COc1cc(C=C2C(=O)NC(=S)NC2=O)ccc1OS(=O)(=O)c1ccccc1
45. NC(=O)c1oc2ccc(Cl)cc2c1N
46. O=C(COc1ccccc1)Nc1ccc(S(=O)(=O)N2CCCC2)cc1
47. CCCc1nc2oc3c(NCC4CCCO4)ncnc3c2c2c1COC(C)(C)C2 (configuration not stated)
48. Cc1c(Cl)cccc1NC(=O)C(=O)NCc1ccco1
assay / entry | 41 | 42 | 43 | 44 | 45 | 46 | 47 | 48
HePTP inh | 8 | 0 | -6 | 3 | -6 | 7 | 6 | 1
BAP1 block | . | . | 106 | . | . | 86 | 61 | .

49. CC1CCC(NC(=O)C2c3ccccc3C(=O)N2CCCN2CCOCC2)CC1 (configuration not stated)
50. O=C(CN1C(=O)C2CC=CCC2C1=O)Nc1ccc(-c2nnc3n2CCCCC3)cc1 (configuration not stated)
51. CCOc1cc(/C=N/NC(=O)C(=O)Nc2cccc(OC)c2)ccc1O
52. O=C(CSc1ncccn1)NCc1ccccc1
53. COc1cc(C(=O)Nc2cc(C)ccn2)cc(OC)c1OC
54. CC1(C)CC(=O)C2=C(C1)Oc1ncn(CCCn3ccnc3)c(=N)c1C2c1ccccc1 (configuration not stated)
55. Cc1nn(-c2ccccc2)c2c1C(c1cccnc1)N1C=C(S(=O)(=O)N3CCCCC3)C=CC1=N2 (configuration not stated)
56. COc1ccc(S(=O)(=O)N(CC(N)=O)c2ccc(C)cc2)cc1OC
assay / entry | 49 | 50 | 51 | 52 | 53 | 54 | 55 | 56
HePTP inh | -12 | 8 | 3 | -6&-3 | 7 | 3 | 0 | -4
BAP1 block | 100 | 91 | . | 97 | 95 | 100 | . | .

57. CC(=O)Oc1ccc2nc(CN3C(=O)c4ccccc4C3=O)oc(=O)c2c1
58. O=C(Nc1ccccc1C(=O)Nc1ccccc1Cl)c1ccccc1Cl
59. Cc1cc(N)n2nc(-c3ccccc3)cc2n1
60. COc1ccc(CC(=O)Nc2sc3c(c2C(=O)Nc2ccccc2Cl)CCCC3)cc1
61. CCCn1c2ccc(Br)cc2c2nc3cc(OCC)c(OCC)cc3nc21
62. O=C(CSc1ccccn1)Nc1ccc(Br)cn1
63. Cc1cc(OCC(=O)Nc2cccc([N+](=O)[O-])c2)cc(C)c1Cl
64. CC1OC2C(OC1C)N(S(C)(=O)=O)CCN2S(C)(=O)=O (configuration not stated)
assay / entry | 57 | 58 | 59 | 60 | 61 | 62 | 63 | 64
HePTP inh | . | 0 | 4 | 2 | . | -4 | -4 | 4
BAP1 block | 85 | . | 97 | . | 229 | 67 | 74 | 101

65. Cc1ccc(-n2nc(C)c3c2OC(N)=C(C#N)C3c2ccc(F)cc2)cc1 (configuration not stated)
66. O=C(Nc1nc(-c2ccco2)cs1)c1ccccc1
67. CC(=O)Nc1ccccc1OCC(=O)c1cc(C)n(Cc2cccs2)c1C
68. CC(c1ccccc1F)n1cc(C(=O)NCc2ccncc2)nn1 (configuration not stated)
69. COc1ccc(S(=O)(=O)N2CCN(c3ccc(F)cc3)CC2)cc1
70. COc1ccc(CN2CCN(Cc3cc(OC)c(OC)c(OC)c3)CC2)cc1
71. O=C(Cn1cnc2c(nnn2Cc2ccc(F)cc2)c1=O)NC1CCCC1
72. CCOC(=O)C1CCCN(Cc2ccc(O)c(OC)c2)C1 (configuration not stated)
assay / entry | 65 | 66 | 67 | 68 | 69 | 70 | 71 | 72
HePTP inh | 2 | 6&-7 | 5 | -5 | 8 | -8 | 8 | -7
BAP1 block | 85 | 98 | 81 | . | . | . | 97 | 88

73. COc1ccc(S(=O)(=O)NCc2ccco2)c2ccccc12
74. CC1=C(C(=O)Nc2ccccc2)C(c2ccc(Br)cc2)NC(=O)N1 (configuration not stated)
75. Nc1ccc(C(=O)OCc2nc3cc4ccccc4cc3[nH]2)cc1
76. OC(c1ccc(Cl)cc1Cl)C(Cc1cccnc1)n1cncn1 (configuration not stated)
77. Cc1ccccc1NC(=O)CCC(=O)OCCCC(F)(F)C(F)(F)F
78. Cn1c(=NC(=O)C2CCN(S(=O)(=O)c3cccs3)CC2)sc2ccccc21
79. CC1(C)CC(=O)C(C=NCCN2CCNC2=O)=C(O)C1
80. CC(C)(C)NC(=O)/C=N/O
assay / entry | 73 | 74 | 75 | 76 | 77 | 78 | 79 | 80
HePTP inh | 4 | 3 | . | -5 | 3 | -5 | 11 | 7
BAP1 block | 69 | . | 74 | 90 | 84 | . | 110 | 107

81. COc1cccc(NC(=O)CSc2nc(N)cc(N)n2)c1
82. CC(C)CN(CC(C)C)S(=O)(=O)N1CCC(C(=O)NCc2ccccn2)CC1
83. CN1Cc2cc(C(=O)c3cc(Cl)cc(CSc4ncccn4)c3O)cnc2NC1=O
84. Cc1ccc(-c2nnc(NC(=O)c3ccccc3C)s2)cc1
85. Cc1cc2c(cc1C)N(C(=O)CSc1ncn[nH]1)C(C)(C)c1ssc(=S)c1-2
86. Cc1ccc(-c2ccc(OCC(=O)Nc3ccc(S(=O)(=O)Nc4onc(C)c4C)cc3)cc2)cc1
87. Cc1c(C(c2cc([N+](=O)[O-])cc([N+](=O)[O-])c2O)c2c(C)n(C)n(-c3ccccc3)c2=O)c(=O)n(-c2ccccc2)n1C
88. C1=C(c2ccccc2)CCN(c2ncnc3nc[nH]c23)C1
assay / entry | 81 | 82 | 83 | 84 | 85 | 86 | 87 | 88
HePTP inh | 4 | 2 | 4 | 11 | 4 | 2 | 12 | 4
BAP1 block | 80 | 96 | 69 | . | . | . | . | 90

89. COc1ccccc1-n1c(CNC(=O)c2ccc(S(=O)(=O)N3CCOCC3)cc2)n[nH]c1=S
90. O=C(CCCSc1nc2sc3c(c2c(=O)[nH]1)CCC3)NCCO
91. Cc1ccc2c(C)c(C(=O)Nc3nnc(C)s3)oc2c1
92. CC1(C)CC(=O)C2=C(C1)N(CCN1CCOCC1)C1=C(C(=O)CC(C)(C)C1)C2c1cccc(F)c1
93. O=S(=O)(NC1CCCCCC1)c1cc(Cl)ccc1Cl
94. COc1ccc(C(=O)CC(Nc2ccc(Cl)cc2)c2ccccc2)cc1 (configuration not stated)
95. CCOc1cc(C2C(C(=O)OCCSCC)=C(C)NC3=C2C(=O)CC(c2ccc(Cl)cc2)C3)cc(Cl)c1O (configuration not stated)
96. Cc1ccc(/C=C2\SC(=S)N(CCS(=O)(=O)O)C2=O)cc1
assay / entry | 89 | 90 | 91 | 92 | 93 | 94 | 95 | 96
HePTP inh | 8 | 17 | -9 | 3 | -10 | 7 | -13 | 2
BAP1 block | 103 | 91 | . | . | . | . | . | .
